# GlmU inhibition = inhibition of mycobacterial GlmU enzyme – biochemical, glucosamine-1-phosphate acetyltransferase (AID 1376); M. tuberculosis GlmU acetyltransferase enzyme assay; higher % means a stronger effect; one-dose inhibition, %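 (tested at 30 µM in the primary screen)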; IC50 in µM for titrated hits; actives 0.25% (n = 220,000); in the data active = inhibition above about 13%;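 note: 0% = complete reaction with vehicle and 100% = reaction without substrate; strong numbers were not always called active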
# Mtb RmlCD inh = inhibitors of Mycobacterium tuberculosis RmlC and RmlD coupled enzymes | P9WH09+P9WH11 | inhibition, % at 3.6 µM | RmlC+RmlD coupled enzyme assay, percent inhibition; primary screen in compound mixtures | AID 1533 | actives 0.03% (n = 160,000); in the data active = inhibition mostly above about 34%, no sharp cut-off; note: some results filed as inactive read as strong as hits
# Target sequence (P9WH09 whole entry, looked up): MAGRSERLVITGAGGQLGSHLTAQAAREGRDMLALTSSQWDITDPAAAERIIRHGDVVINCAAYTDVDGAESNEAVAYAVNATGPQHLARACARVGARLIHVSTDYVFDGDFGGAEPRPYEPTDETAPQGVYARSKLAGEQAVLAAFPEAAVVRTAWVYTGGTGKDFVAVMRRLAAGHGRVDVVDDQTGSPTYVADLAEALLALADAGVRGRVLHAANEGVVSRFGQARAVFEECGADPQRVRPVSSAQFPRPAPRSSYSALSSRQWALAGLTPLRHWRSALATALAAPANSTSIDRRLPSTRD
# Target sequence (P9WH11 whole entry, looked up): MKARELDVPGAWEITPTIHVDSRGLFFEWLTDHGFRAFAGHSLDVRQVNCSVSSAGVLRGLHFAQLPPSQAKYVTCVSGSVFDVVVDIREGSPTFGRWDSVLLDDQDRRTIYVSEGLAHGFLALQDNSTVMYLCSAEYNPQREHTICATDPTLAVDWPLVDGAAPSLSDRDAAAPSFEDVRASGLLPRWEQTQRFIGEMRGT
# Starred values were filed as active, the others as inactive; . = not tested or not shown. Not all compounds are listed, so the mix of outcomes need not match the whole.
Structure,GlmU inhibition,Mtb RmlCD inh
Cc1nc2cc(C(=O)NCCN3CCOCC3)ccc2n1-c1ccc(F)cc1F,3.4%,16.5
CCc1cc2c3c(c1)C(C)CC(C)(C)N3C(=O)/C2=C1\SC(=O)NC1=O (stereo unspecified),2.8%,22.4
CN(C)N=C1c2cc(S(=O)(=O)N3CCOCC3)ccc2-c2ccc(S(=O)(=O)N3CCOCC3)cc21,-0.6%,10.3
COc1ccc(CCNC(=S)Nc2ccc(C(C)C)cc2)cc1,7.9%,10.3
Cc1onc(-c2c(Cl)cccc2Cl)c1NC(=O)NC1CCSC1 (stereo unspecified),0.3%,-5.7
O=C(Nc1nc(COc2ccccc2)cs1)c1ccccc1F,0.9%,-20.8
COc1cccc(NC(=O)Nc2cccn(Cc3ccc(C)cc3)c2=O)c1,-0.4%,-0.3
O=c1oc2ccccc2c2c1nnn2CCO,-0.8%,.

# Next section
Structure,GlmU inhibition,Mtb RmlCD inh
O=C(CSc1nc2c([nH]c3ccccc32)c(=O)n1-c1cccc(Cl)c1)N1CCOCC1,2.4%,5.3
CNc1ncc(C(=O)c2ccc(-c3ccccc3)cc2)s1,10.7%,.
C/C(CC(=O)Nc1ccccn1)=N\NC(=O)C(=O)Nc1ccccc1C,-6.5%,-3.4
CN(C)S(=O)(=O)c1ccc(C(=O)N2CCCC2c2nc3ccccc3s2)cc1 (stereo unspecified),4.3%,3.6
CN(C)S(=O)(=O)Nc1cc(F)cc(F)c1,5.8%,.
Cc1cccc(NC(=O)CSc2nc(N)cc(N)n2)c1,3.1%,.
O=C(NNc1cc(N2CCOCC2)nc(N2CCOCC2)n1)c1ccc(Cl)cc1Cl,1.5%,.
Cc1cccc2[nH]c(-c3ccc(NC(=O)c4ccco4)cc3)nc12,6.2%,.

# In the list so far, these have fluorine:
Structure,GlmU inhibition,Mtb RmlCD inh
Cc1nc2cc(C(=O)NCCN3CCOCC3)ccc2n1-c1ccc(F)cc1F,3.4%,16.5
O=C(Nc1nc(COc2ccccc2)cs1)c1ccccc1F,0.9%,-20.8
CN(C)S(=O)(=O)Nc1cc(F)cc(F)c1,5.8%,.

# The listing continues:
Structure,GlmU inhibition,Mtb RmlCD inh
COc1ccc2cc3c(N)c(C(=O)NCc4ccco4)sc3nc2c1,3.9%,-7.3
Cc1nonc1NC(=O)CSc1nnc(-c2ccoc2C)n1CC(C)C,2.9%,-8.4
CCCNc1nc(=S)n(-c2ccccc2)c(C)c1C(C)=O,0.8%,-7.3
CCNC(=S)NCc1ccc2[nH]c(C)cc2c1,-7.5%,.
CCCn1c(SCN2C(=O)c3ccccc3C2=O)nc2cc(Cl)ccc2c1=O,1.7%,.
COC(=O)c1ccc(NC(=O)c2cccc(Cl)c2)o1,6.6%,28.1
O=C(NCc1nnc(SCC(=O)N2CCCC2)o1)c1c(F)cccc1Cl,0.8%,-12.1
c1ccc(-c2ccc(OCCOCCn3cncn3)cc2)cc1,-5.4%,15.4

# Next part.
Structure,GlmU inhibition,Mtb RmlCD inh
O=C(O)c1ccccc1Nc1ccc(OC(F)F)cc1,6.7%,-10.1
Cc1cc(C(=O)Nc2ccc3c(c2)OCCO3)co1,4.2%,4.1
N#Cc1cc2c(nc1SCC(=O)Nc1sc3c(c1C#N)CCC3)CCCC2,5.3%,.
CCOc1cccc2sc(Nc3nc4ccc(NC(C)=O)cc4s3)nc12,3.1%,-8.6
CCCCn1c(SCC(=O)Nc2cc(C(F)(F)F)cc(C(F)(F)F)c2)nnc1C(CC)N(C)C (stereo unspecified),7.8%,7.7
CCN(CC(=O)Nc1cc(Cl)ccc1C)C(=O)C1CCCCC1,-1.6%,8.2
CC(C)(C)C(=O)Nc1nnc(SCc2cccc(F)c2)s1,-2.0%,.
c1cncc(CSc2ccc(-c3cccnc3)nn2)c1,2.8%,14.9

# The results go on:
Structure,GlmU inhibition,Mtb RmlCD inh
CCn1c(SCC(=O)Nc2cc(NC(C)=O)ccc2OC)nnc1-c1ccncc1,0.4%,-4.5
CC12CCC(c3c(C(=O)O)nn(-c4ccccc4)c31)C2(C)C (stereo unspecified),1.9%,7.0
CCOC(=O)C1=C(C)NC2=C(C(=O)C(C(=O)OCC)C(c3ccc(OC)cc3)C2)C1c1ccccn1 (stereo unspecified),-3.5%,-3.2
COc1cccc(Nc2nnc(SCC(=O)N3CCOCC3)s2)c1,4.5%,1.8
CC1CCCCN1C/C=C/c1ccccc1[N+](=O)[O-] (stereo unspecified),-1.1%,-17.2
Cc1cnc(NS(=O)(=O)c2ccccc2)c(Br)c1,1.9%,-4.0
COc1ccc(S(=O)(=O)NNC(=O)c2sccc2-n2cccc2)cc1,0.1%,.
O=C1CCCC/C1=C\Nc1ccccc1C(=O)O,6.5%,-8.0

# Next entries follow:
Structure,GlmU inhibition,Mtb RmlCD inh
COc1cc(CNCc2cccnc2)ccc1OCc1ccccc1,-4.2%,-4.1
O=C(Nc1c(C(=O)Nc2cccc3ccccc23)cnn1-c1ccccc1)c1ccco1,2.8%,-3.1
O=S(=O)(c1ccc2c(c1)OCCO2)N1CCN(c2nc3ccccc3s2)CC1,-1.7%,.
Cc1cccc(C)c1NC(=O)CN(C)CC(=O)Nc1ccccc1Br,0.0%,-1.9
O=c1oc2ccc(Cl)cc2nc1/C=C(\O)c1cccs1,-2.0%,-4.9
C=C1[C@H]2C[C@H]3[C@H]4N5C[C@]6(C)CCC[C@]47[C@H]([C@H]2O)[C@]3(C[C@]5(O)[C@H]67)[C@@H]1O,0.1%,.
CCn1c(=N)n(CC(O)c2ccccc2)c2ccccc21 (stereo unspecified),-3.6%,-2.2
COc1ccc(N2C(=O)CC(NC3CCCCNC3=O)C2=O)cc1 (stereo unspecified),6.7%,.

# Next part:
Structure,GlmU inhibition,Mtb RmlCD inh
Cn1ccnc1SCC(=O)Nc1cccc([N+](=O)[O-])c1,2.4%,-13.9
C[C@H]1CCC[C@]2(O[C@H](CCO)C[C@H](O)[C@H]2O)O1,-1.2%,.
CN(C)CC1CCCCC1C1(O)c2ccccc2CSc2sccc21 (stereo unspecified),-0.3%,.
Cc1ccc(S(=O)(=O)/N=C/c2cc(Br)ccc2O)cc1,-6.1%,-4.8
CN(CCc1ccccn1)C(=O)CCC1CCCN(C(=O)c2c3c(nn2C)CCCC3)C1 (stereo unspecified),2.7%,.
COc1cc(/C=N/NC(N)=S)ccc1OCC(=O)N1CCOCC1,1.7%,-9.6
Cc1cccc(N=C2NC(=O)/C(=C/c3cccn3C)S2)c1,-3.0%,-5.1
COc1ccc(CN2CCCC(C(=O)N(C)Cc3ccccc3)C2)cc1OC (stereo unspecified),0.6%,-10.3

# Following part.
Structure,GlmU inhibition,Mtb RmlCD inh
O=[N+]([O-])c1cc(C(F)(F)F)ccc1NCCCN1CCOCC1,-1.2%,17.1
N#Cc1ccccc1/C=N/Nc1nc(-c2ccccc2)c2cc(Cl)ccc2n1,-3.1%,14.4
CCC1CCC/C1=N\NC(=O)c1cc(C)[nH]n1 (stereo unspecified),-5.4%,.
CC(C)(C)NC(=O)C(=O)NNC(=O)c1ccccc1Br,5.3%,.
O=C(OC(C(=O)NCc1cccs1)c1ccccn1)c1cccs1 (stereo unspecified),3.9%,.
Cc1cccc2nc(CSc3nc4[nH]ncc4c(=O)n3-c3ccccc3Cl)cc(=O)n12,4.0%,-3.0
C=CCn1c(N2CCOCC2)nc2c1c(=O)[nH]c(=O)n2C,10.2%,-7.8
COC(=O)C(CC(C)C)NC(=O)c1cccs1 (stereo unspecified),1.6%,6.4

# New compounds follow:
# Order of results: GlmU inhibition	Mtb RmlCD inh
COCCCN1C(=O)C(O)=C(C(=O)c2ccc(C)o2)C1c1cccc(Br)c1 (stereo unspecified)
  -17.3%	4.4
CN(C)CCCN=Cc1c(O)n(Cc2ccccc2)c(=O)c2ccccc12
  -4.6%	-9.2
COc1ccc(-c2cc(C(=O)Nc3ccc(Cl)cc3Cl)c3ccccc3n2)cc1OC
  3.0%	-13.4
CSc1cccc(NC(=O)CSc2ccc(Cl)cc2)c1
  -5.9%	-6.3
NNC(=O)c1cc2ccccc2[nH]1
  0.7%	7.0
CC(=O)c1c(C)oc2ccc(NS(=O)(=O)c3ccc(O)c(C(=O)O)c3)cc12
  2.6%	-10.1
O=C([C@H](O)c1ccccc1)N1CCC[C@H]1CO
  -3.8%	-9.8
Oc1ccc2c(ccc3[nH]cnc32)c1
  -3.6%	.
COc1ccc(/C=N/OCC(=O)Nc2nc3ccccc3s2)cc1OC
  6.1%	-7.4
CCOC(=O)C1=C(C)NC(C)=C(C(=O)OC)C1c1cccc([N+](=O)[O-])c1 (stereo unspecified)
  0.3%	-9.8
COc1ccc(/C(C)=N\Nc2nc(-c3ccc(Cl)cc3)cc(C(F)(F)F)n2)cc1OC
  -3.8%	-7.1
C=CCNC(=S)Nc1c(C(=O)OC)[nH]c2cc(OC)ccc12
  -0.9%	.
CN(C[C@H](c1ccccc1)N(C[C@H](Cc1ccccc1)N(CCc1ccccc1)N=O)N=O)N=O
  -6.3%	.
Nc1cccc2c1C(=O)N(c1ccccc1)C2=O
  -2.6%	.
NC1=NN(c2cccc(C(=O)O)c2)C(=O)C1
  2.8%	1.6

# The last 5 compounds of the part before open the next one.
# Order of results: GlmU inhibition	Mtb RmlCD inh
COc1ccc(/C(C)=N\Nc2nc(-c3ccc(Cl)cc3)cc(C(F)(F)F)n2)cc1OC
  -3.8%	-7.1
C=CCNC(=S)Nc1c(C(=O)OC)[nH]c2cc(OC)ccc12
  -0.9%	.
CN(C[C@H](c1ccccc1)N(C[C@H](Cc1ccccc1)N(CCc1ccccc1)N=O)N=O)N=O
  -6.3%	.
Nc1cccc2c1C(=O)N(c1ccccc1)C2=O
  -2.6%	.
NC1=NN(c2cccc(C(=O)O)c2)C(=O)C1
  2.8%	1.6
Cn1nc(-c2ccccc2)c(CSc2cccc(Cl)c2)c1Cl
  -3.6%	.
O=C(Nc1ccc2c(c1)CCC2)C1CCCO1 (stereo unspecified)
  0.4%	-8.7
Cc1cc(C(F)(F)F)n(-c2ccc(N)cc2)n1
  6.7%	3.5
C=CCNC(=O)C1CC(=O)N(c2ccc(OCC(=O)Nc3cccc(OC)c3)cc2)C1 (stereo unspecified)
  -4.6%	12.2
COc1ccc(C)cc1NC(=O)C(Sc1nnc(-c2ccncc2)n1-c1ccc(Cl)cc1)c1ccccc1 (stereo unspecified)
  -4.2%	13.7
COc1ccccc1Nc1nc(-c2cccs2)cs1
  4.3%	11.1
COCCn1c(SCC(=O)c2cccc(OC)c2)nnc1-c1ccco1
  -0.7%	11.6
Cc1ccc(C(=O)C(OC(=O)c2cnccn2)c2ccccc2)cc1 (stereo unspecified)
  3.1%	8.0
CC(C)(C)C(=O)OCC12CCC(O1)C1(C)C(=O)OCC21 (stereo unspecified)
  1.9%	-17.2
C=CCn1c(=O)[nH]c2cc(C(=O)N3CC=C(c4ccccc4)CC3)ccc2c1=O
  -0.5%	-14.5
Cc1ccc(C2(CCNC(C)c3cccs3)CCOC(C(C)C)C2)cc1 (stereo unspecified)
  -3.3%	-9.8
CN(C)CCOc1cccc(Br)c1
  7.7%	11.8
Cc1nnc(SCC(=O)Nc2ccccc2NC(=O)CSc2nnc(C)s2)s1
  3.7%	8.4
COc1cccc(CC2(CO)CCCN(CC3=Cc4cc(OC)ccc4OC3)C2)c1 (stereo unspecified)
  2.3%	-7.9
Cc1ccc(C(=O)N/N=C\c2ccc[nH]2)cn1
  3.1%	0.7

# Further records follow.
# Order of results: GlmU inhibition	Mtb RmlCD inh
CNCCCNCc1ccc(SC)cc1
  -4.3%	-7.1
O=C(c1ccc(=O)oc1)N1CCC(C(O)(c2ccccc2)c2ccccc2)CC1
  -5.8%	7.4
CC(C)C1S/C(=N/N=C/c2ccco2)NC1=O (stereo unspecified)
  -4.8%	.
CCC(=O)Nc1nc2ccc3nc(C)sc3c2s1
  -0.3%	.
O=C(CN1CCCCC1)N1c2ccccc2Oc2ccccc21
  2.2%	-28.8
O=C(Cc1ccccc1)N/N=C/c1ccc(OC(=O)/C=C\c2ccco2)cc1
  1.2%	.
CCS(=O)(=O)Nc1ccc(C(=O)c2ccccc2)cc1
  5.8%	.
O=C(O)CCn1ncc2ccccc2c1=O
  6.6%	-5.2
CCc1c(C)sc(NC(=O)C2CCCCC2C(=O)O)c1C(N)=O (stereo unspecified)
  -2.0%	.
O=C(Nc1ccc(S(=O)(=O)N2CCOCC2)cc1)c1ccc(Cl)s1
  1.7%	-0.4
Cn1c(O)c(C=NCCN2CCN(C(=O)Nc3ccccc3)CC2)c(=O)n(C)c1=O
  5.1%	-10.1
O=S(=O)(NCCNS(=O)(=O)c1ccc(F)cc1)c1ccc(F)cc1
  -7.2%	9.3
O=C(CCN1CCN(c2ccc(Cl)cc2)CC1)Nc1ccccc1F
  1.3%	.
O=c1c(-c2ccccc2)nc(-c2ccccc2)cn1O
  0.8%	-0.1
CS(=O)(=O)N1CCC(C(=O)Nc2ccc(Cl)c(C(F)(F)F)c2)CC1
  1.1%	.

# (list continues)
# Order of results: GlmU inhibition	Mtb RmlCD inh
O=C(CSc1nnc2c(n1)[nH]c1ccc(S(=O)(=O)N3CCOCC3)cc12)Nc1ccccc1Cl
  -2.4%	-7.1
O=C(NCc1ccncc1)c1ccc(Cn2cc(C(F)(F)F)ccc2=O)cc1
  -3.5%	-7.8
CC(=O)c1ccc(N2CCN(C(=O)c3cc(C)on3)CC2)cc1
  -0.2%	-5.3
Cc1ccc(NS(=O)(=O)c2cccc(C(=O)O)c2)c(C)c1
  -5.3%	-7.9
COc1ccc(C(=O)c2cc([N+](=O)[O-])ccc2N2CCN(C)CC2)cc1
  0.4%	18.4
COC(=O)c1ccccc1NC(=O)CSc1nnc(-c2ccc(C)cc2)o1
  -1.2%	12.8
O=C(NCc1cccs1)c1cc(-c2ccncc2)nc2ccc(Br)cc12
  -6.6%	-8.5
CCOC(=O)Cc1cn2c(=O)cc(CSCC(=O)Nc3ccc(C)c(C)c3)nc2s1
  8.0%	4.4

# Assay outcomes deposited in PubChem by several laboratories.
